Assay outcomes from PubChem.
TMEM16A act: activates or potentiates the mouse TMEM16A chloride channel | HEK293 TMEM16A/YFP-H148Q/I152L, iodide quench fluorescence; active compounds read low | B-score at 10 µM | actives 0.3% (n = 340,000);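 active = fluorescence-ratio B-score plate-corrected deviation score at least 3 library SD below zero, with starting fluorescence score within 5 deviations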;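 also: channel opened by trigger with iodide after compound preincubation; score built on the fluorescence ratio of max minus min over baseline; more negative score means more quench and so TMEM16A activation or potentiation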
Target sequence (Q8BHY3 whole entry, looked up): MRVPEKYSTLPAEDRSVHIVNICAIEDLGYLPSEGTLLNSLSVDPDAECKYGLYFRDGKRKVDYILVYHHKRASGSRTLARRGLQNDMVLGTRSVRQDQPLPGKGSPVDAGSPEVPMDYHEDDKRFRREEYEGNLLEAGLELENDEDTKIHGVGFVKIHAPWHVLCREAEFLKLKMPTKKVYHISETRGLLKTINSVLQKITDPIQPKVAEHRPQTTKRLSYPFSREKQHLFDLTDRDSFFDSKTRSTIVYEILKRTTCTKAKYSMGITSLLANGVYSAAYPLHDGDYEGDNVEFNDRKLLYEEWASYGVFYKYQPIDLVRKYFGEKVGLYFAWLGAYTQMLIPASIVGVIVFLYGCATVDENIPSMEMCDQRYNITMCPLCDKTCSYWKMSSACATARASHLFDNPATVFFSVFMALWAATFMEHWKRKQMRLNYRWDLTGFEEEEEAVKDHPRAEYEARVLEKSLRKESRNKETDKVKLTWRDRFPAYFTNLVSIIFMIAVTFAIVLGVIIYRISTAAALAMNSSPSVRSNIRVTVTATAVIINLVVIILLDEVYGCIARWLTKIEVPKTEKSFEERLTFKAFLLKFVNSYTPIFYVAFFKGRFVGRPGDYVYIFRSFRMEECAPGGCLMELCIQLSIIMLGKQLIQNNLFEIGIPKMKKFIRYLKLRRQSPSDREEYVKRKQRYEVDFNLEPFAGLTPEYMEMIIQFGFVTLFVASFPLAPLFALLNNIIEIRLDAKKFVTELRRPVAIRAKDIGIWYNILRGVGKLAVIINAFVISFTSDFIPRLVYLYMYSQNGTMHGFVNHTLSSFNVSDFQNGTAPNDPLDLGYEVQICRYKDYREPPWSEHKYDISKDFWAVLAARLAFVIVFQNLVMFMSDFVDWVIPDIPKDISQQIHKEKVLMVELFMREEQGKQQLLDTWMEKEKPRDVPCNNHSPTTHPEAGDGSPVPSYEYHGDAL
HDAC3 inh: blocks human histone deacetylase 3 | inhibition, % at 8.3 µM | actives 0.15% (n = 320,000) | AID 2718 | recombinant HDAC3, fluorogenic peptide/trypsin coupled, fluorescence; in the data active = inhibition above about 26%, passing the limit was not always enough
* marks the source's active call; other numbers are inactive results; i = inactive; · = not tested or not shown. An excerpt. The share of hits here may be higher or lower than overall.

Preview, 7 compounds:
cpd	structure	TMEM16A act	HDAC3 inh
1	C=C1C(O)[C@@H]2O[C@]3(CC[C@H](/C=C/C(C)[C@@H]4CC(C)=CC5(O[C@H](C[C@@](C)(O)C(=O)O)CCC5O)O4)O3)CC[C@H]2O[C@@H]1C(O)CC(C)[C@H]1OC2(CCCCO2)CCC1C (stereo not given in full)	·	0
2	C[C@]12CCC3C(CC[C@H]4C[C@@H](O)CC[C@]34C)C1C[C@@H](O)C2=O (stereo not given in full)	·	-8
3	CCOC(=O)[C@]12Cc3c(cc(OC)c(OC)c3OC)[C@H]1N(Cc1ccccc1)C(=O)c1ccccc12	i	·
4	CC(=O)OC1CCC2(C)C(CC(=O)C3C2CCC2(C)C(OC(C)=O)CCC32)C1 (stereo not given)	i	·
5	Cn1c(=O)oc(=O)c2ccccc21	i	·
6	CC12Cc3cnoc3C=C1CCC1C2CCC2(C)C1CCC2(C)O (stereo not given)	i	·
7	Cn1cccc1/C=C1\C(=O)NC(=O)N(Cc2ccccc2Cl)C1=O	i	·

All compounds of this part, from the first entry:
cpd	structure	TMEM16A act	HDAC3 inh
1	C=C1C(O)[C@@H]2O[C@]3(CC[C@H](/C=C/C(C)[C@@H]4CC(C)=CC5(O[C@H](C[C@@](C)(O)C(=O)O)CCC5O)O4)O3)CC[C@H]2O[C@@H]1C(O)CC(C)[C@H]1OC2(CCCCO2)CCC1C (stereo not given in full)	·	0
2	C[C@]12CCC3C(CC[C@H]4C[C@@H](O)CC[C@]34C)C1C[C@@H](O)C2=O (stereo not given in full)	·	-8
3	CCOC(=O)[C@]12Cc3c(cc(OC)c(OC)c3OC)[C@H]1N(Cc1ccccc1)C(=O)c1ccccc12	i	·
4	CC(=O)OC1CCC2(C)C(CC(=O)C3C2CCC2(C)C(OC(C)=O)CCC32)C1 (stereo not given)	i	·
5	Cn1c(=O)oc(=O)c2ccccc21	i	·
6	CC12Cc3cnoc3C=C1CCC1C2CCC2(C)C1CCC2(C)O (stereo not given)	i	·
7	Cn1cccc1/C=C1\C(=O)NC(=O)N(Cc2ccccc2Cl)C1=O	i	·
8	CNC(=O)Oc1cccc2c1OC(C)(C)O2	i	·
9	O=[N+]([O-])c1[nH]cnc1Br	i	·
10	O=[N+]([O-])c1ccc2c(c1)Cc1cc(O)ccc1-2	i	·
11	CCC1(O)CCC2C3CCC4=CC(=O)CCC4C3CCC21CC (stereo not given)	-4.8*	·
12	CC(=NNC(=S)N1CC2CCC(CC2)C1)c1nccs1	i	·
13	COC(=O)C1C(O)CC2CCC1N2C (stereo not given)	i	·
14	C=C(C)C(Cc1c(OC)ccc(C(=O)/C=C/c2ccc(O)cc2)c1O)OO (stereo not given)	i	·
15	CC1OC(OC2CC(O)C3(CO)C4C(O)CC5(C)C(C6=CC(=O)OC6)CCC5(O)C4CCC3(O)C2)C(O)C(O)C1O (stereo not given)	i	·

Remaining list, next part
cpd	structure	TMEM16A act	HDAC3 inh
16	Nc1ccc(-c2ccc(N)cc2)cc1	i	·
17	O=C(NP(=O)(N1CC1)N1CC1)c1cc(I)ccc1I	i	·
18	O=C(COc1ccc(Br)cc1)N1CCN(Cc2ccncc2)CC1	i	·
19	CCC(C)(O)C(=O)OC1C(=O)OC2CC3C(C)=CC(=O)C(O)C3(C)C3C4(O)OCC23C1C(C)C4O (stereo not given)	i	·
20	CN(C)Cc1c[nH]c2cc([N+](=O)[O-])ccc12	i	·
21	CNC(=O)CSP(=S)(OC)OC	i	·
22	C=CCN1CC[C@]23c4c5ccc(O)c4OC2[C@H](O)CC[C@@]3(O)[C@H]1C5 (stereo not given in full)	i	·
23	O=P(N1CC1)(N1CC1)N1CCc2ccccc21	i	·
24	CCN(C(=O)COC(=O)C(O)(c1ccccc1)c1ccccc1)c1c(N)n(Cc2ccccc2)c(=O)[nH]c1=O	i	·
25	C=C1C(C)C2C(Cc3ccccc3)NC(=O)C23C(OC(C)=O)C=CC(C)(O)CC(C)CC=CC3C1O (stereo not given)	i	·
26	CCCCC1(CCC)C(=O)NC(=S)NC1=O	i	·
27	CN1C(=O)NC(=O)C2(CCCC2)C1=O	i	·
28	CC1([N+](=O)[O-])COP(=O)(Nc2cccc(Br)c2)OC1 (stereo not given)	i	·
29	CCOC(=O)CC(SP1(=S)OCC2(CC=CCC2)CO1)C(=O)OCC (stereo not given)	i	·
30	CC(=O)OC1CCC2(C)C(CCC3C2CC(=O)C2(C)C3CC(N3CC3)C2C(C)=O)C1 (stereo not given)	i	·

Compounds listed so far that contain a carbonyl joined to an NH by a bond outside any ring, in the order listed:
cpd	structure	TMEM16A act	HDAC3 inh
8	CNC(=O)Oc1cccc2c1OC(C)(C)O2	i	·
17	O=C(NP(=O)(N1CC1)N1CC1)c1cc(I)ccc1I	i	·
21	CNC(=O)CSP(=S)(OC)OC	i	·

The results go on.
cpd	structure	TMEM16A act	HDAC3 inh
31	CCS(=O)(=O)CCSP(=O)(OC)OC	i	·
32	O=C1NC2C(O)C(O)C(O)C(O)C2c2cc3c(c(O)c21)OCO3 (stereo not given)	i	·
33	CC(NC(=O)N1CC1(C)C)c1ccccc1 (stereo not given)	i	·
34	COc1cc(C(=O)O)cc(OC)c1OC	i	·
35	CCC1CN1P(=S)(N1CC1CC)N1CC1CC (stereo not given)	i	·
36	CCCC(=O)NC1=C(N2CC2)C(=O)C(NC(=O)CCC)=C(N2CC2)C1=O	i	·
37	CC=C(CC)C1(CCC)C(=O)NC(=S)NC1=O	i	·
38	O=[N+]([O-])c1ccc(OP(=O)(O)Oc2ccc([N+](=O)[O-])cc2)cc1	i	·
39	CC1C(c2ccccc2)OCCN1C (stereo not given)	i	·
40	CN(C)c1ccc(/C=C/c2cc[n+](C)c3ccccc23)cc1	i	·
41	CC(C)C(NC(=O)C(C(C)C)N(C)C)C(=O)N(C)C(C(=O)N1CCCC1C(=O)N1CCCC1C(=O)NCc1ccccc1)C(C)C (stereo not given)	i	·
42	O=C1CC(=O)N(c2ccccc2)C(=O)N1	i	·
43	Cc1cc(-c2ccc(N)c(C)c2)ccc1N	i	·
44	CC(=O)C1C(N2CC2)CC2C3CC=C4CC(O)CCC4(C)C3CCC21C (stereo not given)	i	·
45	CC(=O)O/C(=C1\CC2C3CC=C4CC(OC(C)=O)CCC4(C)C3CCC2(C)C1=O)C(F)(F)F (stereo not given)	i	·

More structures.
cpd	structure	TMEM16A act	HDAC3 inh
46	CC(=O)C1CCC2C3CCC4CC(O)CCC4(C)C3C(O)CC12C (stereo not given)	i	·
47	CC1=CC(O)C(O)C2(C)C1CC1OC(=O)CC3C(C)C(O)C(=O)C2C13CO (stereo not given)	i	·
48	N#Cc1ccccc1OCC(=O)N1CCN(CC(=O)Nc2ccc(F)cc2)CC1	i	·
49	CC1CN1P(=S)(c1ccccc1)N1CC1C (stereo not given)	i	·
50	OCC1CN1C1CCCCC1 (stereo not given)	i	·
51	Cc1c(NS(=O)(=O)c2ccccc2)ccc([N+](=O)[O-])c1Cl	i	·
52	COc1cc(OC)c(OC)cc1C=O	i	·
53	CC(=O)OC12COC1CC(O)C1(C)C(=O)C(O)C3=C(C)C(O)CC(O)(C(OC(=O)c4ccccc4)C21)C3(C)C (stereo not given)	i	·
54	O=C1NC(=O)C2C1C1(Cl)C(Cl)=C(Cl)C2(Cl)C1(Cl)Cl (stereo not given)	i	·
55	C[C@]12CCC3C(CC[C@@H]4C[C@@H](O)CC[C@]34C)C1CC[C@@H]2O (stereo not given in full)	i	·
56	C=CCC1([C@@H](C)CCC)C(=O)NC(=O)NC1=O	i	·
57	CCOC(=O)[C@]12Cc3cc(N(C)C)ccc3[C@H]1N(Cc1ccccc1)C(=O)c1ccccc12	i	·
58	CN1CCC2(CC1)c1ccccc1-c1ccccc12	i	·
59	c1ccc2c(c1)[IH]c1ccccc1-2	-5.8*	·
60	COC(=O)C12OCC34C(CC5C(C)=C(O)C(=O)CC5(C)C3C(O)C1O)OC(=O)C(OC(=O)/C=C(\C)C(C)C)C24 (stereo not given)	i	·

Carrying on:
cpd	structure	TMEM16A act	HDAC3 inh
61	CC1CC2(C)C(=CC1=O)CCC1C3CCC(C)(O)C3(C)CC3OC312 (stereo not given)	i	·
62	CCC(C)C1NC(=O)C(NC(=O)C(CC(C)C)N(C)C(=O)C2CCCN2C(=O)C(C)O)C(C)OC(=O)C(Cc2ccc(OC)cc2)N(C)C(=O)C2CCCN2C(=O)C(CC(C)C)NC(=O)[C@H](C)C(=O)[C@H](C(C)C)OC(=O)CC1O (stereo not given in full)	i	·
63	CC(=O)OC1CCC2(C)C3CCC4(C)C(OC(C)=O)CCC4C3C(C)C2(O)C1 (stereo not given)	i	·
64	CCC1C(c2cc(OC)c(OC)c(OC)c2)c2cc3c(cc2OC1N1CCCC1)OCO3 (stereo not given)	i	·
65	COc1cc(C2c3cc4c(cc3CC3COC(=O)C32)OCO4)cc(OC)c1OC (stereo not given)	i	·
66	c1cc2c(cc1[C@H]1OC[C@H]3[C@@H]1CO[C@H]3c1ccc3c(c1)OCO3)OCO2	i	·
67	Cc1[nH]nc2ccc(-c3cncc(OC[C@@H](N)Cc4c[nH]c5ccccc45)c3)cc12	i	·
68	Cc1cc(N(CCCl)CCCl)ccc1C=NNC(=O)Cc1cc(=O)oc2cc(O)ccc12	i	·
69	COCOC1CCC2C3CCC4=CC(=O)CCC4=C3C=CC12C (stereo not given)	i	·
70	Cc1cc(C(=O)OCC(=O)Nc2ccccc2F)c(C)n1C1CC1	i	·
71	C=CC1CN2CCC1CC2C(O)c1ccnc2ccccc12 (stereo not given)	i	·
72	CC1OC(OC2C(O)CC(OC3C(O)CC(OC4CCC5(C)C(CCC6C5CCC5(C)C(C7=CC(=O)OC7)C(O)CC65O)C4)OC3C)OC2C)CC(O)C1O (stereo not given)	i	·
73	C[C@]1(O)CC[C@H]2[C@@H]3CCC4=CC(=O)CC[C@]4(C)[C@@]3(F)[C@@H](O)C[C@@]21C	i	·
74	COc1ccc(C(=O)O)cc1OC	i	·
75	COC1=CC(=O)OC(CCc2ccc3c(c2)OCO3)C1 (stereo not given)	i	·

Next records follow.
cpd	structure	TMEM16A act	HDAC3 inh
76	C=Cc1cc(OC)c2c(c1)c(=O)oc1c2cc(OC)c2c(O)ccc(C3OC(C)C(O)C(C)(O)C3O)c21 (stereo not given)	i	·
77	CC1CCCCC12C(=O)NC(=O)NC2=O (stereo not given)	i	·
78	NC1=NC(=O)N2CC12 (stereo not given)	i	·
79	CC(C)CCC1(CCO)C(=O)NC(=S)NC1=O	i	·
80	Cc1ccc(N)cc1C	i	·
81	O=C(N1CCCCCC1)N1CC1	i	·
82	COc1ccc2c3c1OC1C(=O)CC[C@@]4(O)[C@@H](C2)N(C)CC[C@]314 (stereo not given in full)	i	·
83	COc1ccc(CN(CCc2c[nH]c3ccccc23)Cc2ccc(OC)cc2)cc1	i	·
84	CN(C)c1ccc(C=C2C(=O)NC(=S)NC2=O)cc1	i	·
85	NC(=O)c1ccc(N)nc1	i	·
86	S=P(N1CCOCC1)(N1CC1)N1CC1	i	·
87	CCCCC1(CC)COP(=O)(OCC(Cl)(Cl)Cl)OC1 (stereo not given)	i	·
88	C[C@]12CCC(=O)C=C1CC[C@@H]1[C@@H]2CC[C@@]2(C)[C@H]1CC[C@]2(C)O	i	·
89	CC1=CC2OC3CC4OC(=O)C=CC=CC(=O)OCCC(C)C(O)C(=O)OCC2(CC1)C4(C)C31CO1 (stereo not given)	i	·
90	COC1C(O)C(C)OC(OC2C(Oc3cccc4c(O)c5c(=O)oc6ccc(C)c7c(=O)oc(c34)c5c67)OC(C)C(O)C2O)C1O (stereo not given)	i	·

Further results follow:
cpd	structure	TMEM16A act	HDAC3 inh
91	CCCCCCCCCCOC(=O)CCN1CC1	i	·
92	CCCC1(CC(C)C)C(=O)NC(=S)NC1=O	i	·
93	COc1ccc(NC2Oc3cc4c(cc3C(c3cc(OC)c(OC)c(OC)c3)C2C)OCO4)cc1 (stereo not given)	i	·
94	CCN(CCCl)c1cc(CN(C)C)cc(NC(=O)c2ccc(C(=O)Nc3cc(CN(C)C)cc(N(CC)CCCl)c3)cc2)c1	i	·
95	CC1=CC(O)C(O)C2(C)C1CC1OC(=O)C(O)C3C(C)C(O)C4(O)OCC13C42 (stereo not given)	i	·
96	c1ccc(CNC2CCCCCCC2)cc1 (tested in a mixture with another compound)	i	·
97	CC(=O)OC1CC(OC2C(O)CC(OC3C(O)CC(OC4CCC5(C)C(CCC6C5CCC5(C)C(C7=CC(=O)OC7)CCC65O)C4)OC3C)OC2C)OC(C)C1OC1OC(CO)C(O)C(O)C1O (stereo not given)	i	·
98	O=C1NC(=O)C(CCOc2ccccc2)(CCc2ccccc2)C(=O)N1	i	·
99	COc1cc(C2c3cc(O)c(OC)cc3CC3C(=O)OCC32)ccc1O (stereo not given)	i	·
100	CC12CCC(O)CC1CCC1C2CCC2(C)C(C3=CC(=O)OC3)C(O)CC12O (stereo not given)	i	·
101	O=C1CC23c4ccccc4N4C(=O)CC5OCC=C6CN1C2CC6C5C43 (stereo not given)	i	·
102	CC(C)CN(CC(C)C)C(=O)C1C2c3ccccc3C(c3ccccc32)C1C(=O)O (stereo not given)	i	·
103	CN1CC[C@]23c4c5ccc(O)c4OC2[C@H](O)C=CC3[C@H]1C5 (stereo not given in full)	i	·
104	COC(COC(N)=O)C1=C(N2CC2)C(=O)C(C)=C(N2CC2)C1=O (stereo not given)	i	·
105	COC(=O)C1=C(C(=O)OC)SC2(S1)C(C(=O)OC)=C(C(=O)OC)Sc1c2ssc1=O	i	·

Other compounds:
cpd	structure	TMEM16A act	HDAC3 inh
106	c1ccc(C(c2ccccc2)c2ccncc2)cc1	i	·
107	CC1=C(N2CC2)C(=O)C(CO)=C(N2CC2)C1=O	i	·
108	CC12C=CC(=O)C=C1CCC1C2C(=O)CC2(C)C(=O)CCC12 (stereo not given)	i	·
109	CCOP(=O)(Nc1ccc2c(c1)C(=NNC(N)=S)c1ccccc1-2)OCC	i	·
110	Cc1ccc(N)cc1Cl	i	·
111	O=C1NC(=O)C(C2CCCCCC2)C(=O)N1	i	·
112	CC(Cc1ccccc1)N(C)CC1C(=O)C2CCC1C2 (stereo not given)	i	·
113	COc1cc2oc(=O)c(CC(=O)N3C[C@H]4C[C@@H](C3)c3cccc(=O)n3C4)c(C)c2cc1Cl	i	·
